USP2a inh: blocks human ubiquitin-specific protease USP2a; Potency, µM (series often up to 38.3 µM), for the others: at the highest dose activity change, negative = inhibition, most hits filed as inhibitors; 0.01% of 330,000 active; O75604; USP2 core, Ub-CHOP2 coupled fluorogenic reporter, 485/531; AID 463254;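 further: potency means the concentration at half of the fitted maximal effect; plate controls were DMSO wells for no effect and full inhibition by NEM control for full effect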
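Deubiquitinase activity read as fluorescence (485/531 nm) after Ub-CHOP2 cleavage activates the enterokinase reporter on its substrate; USP2 core 10nM, Ub-CHOP2 and substrate 25nM each, 30min compound preincubation then 60min RT; data normalized to NEM, curves fitted.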
BRCA1 expr act: increases BRCA1 expression; MCF7-BRCA1-FFLuc reporter, luminescence, 48 h; response scale: scaled: vehicle 0%, 10 µM genistein 100%; Potency, µM (series often up to 46.1 µM), for inactives: at the highest dose activation, usual class: activators; 1.1% of 380,000 active; further: potency means the concentration at half of the fitted maximal effect; nearly all actives have a fitted effect of over 80% in size; some results filed as inactive show a strong effect at the top dose
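MCF7-BRCA1-FFLuc cells, 2000/well in phenol-red-free MEM, attached 2 h then treated 48 h at 37 C. Luciferase luminescence read 15 min after reagent; normalized to genistein maximum activation (10microM) and DMSO, concentration-response fitted.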
B2AR arrestin: agonists driving beta-arrestin recruitment to human beta2-adrenergic receptor; P07550; beta-arrestin recruitment to beta2AR, cell-based reporter; Potency, µM (top dose mostly 46.1 µM), for the others: at the highest dose activation, actives largely listed as activators; 0.02% of 330,000 active;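 further: potency means the concentration at half of the fitted maximal effect; 0% = DMSO controls and full agonism = EC100 isoproterenol or metaproterenol; nearly all actives have a fitted effect of over 65% in size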
Target sequence (P07550 whole entry, looked up): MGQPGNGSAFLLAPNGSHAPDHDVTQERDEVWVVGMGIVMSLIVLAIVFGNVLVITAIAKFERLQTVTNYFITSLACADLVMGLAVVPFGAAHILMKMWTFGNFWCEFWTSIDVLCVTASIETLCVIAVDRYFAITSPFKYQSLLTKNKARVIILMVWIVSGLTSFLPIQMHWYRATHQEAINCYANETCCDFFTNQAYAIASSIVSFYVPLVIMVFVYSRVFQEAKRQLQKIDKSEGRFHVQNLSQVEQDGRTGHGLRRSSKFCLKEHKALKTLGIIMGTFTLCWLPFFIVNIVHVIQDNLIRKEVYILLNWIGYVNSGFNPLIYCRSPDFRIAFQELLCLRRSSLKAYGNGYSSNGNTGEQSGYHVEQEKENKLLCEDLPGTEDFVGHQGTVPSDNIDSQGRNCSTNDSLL
TSG101-PTAP inh: blocks PTAP/TSG101 interaction to inhibit HIV-1 budding; Fluorescence polarization, FITC-PTAP peptide / Tsg101 binding; Potency, µM (titrated, usually from 115 µM), without a hit: top-dose activity change, negative = inhibition, most hits filed as inhibitors; 340,000 tested, under 10 active; AID 493005; active means well fitted inhibition curve with a large enough effect in the main read-out, with a control signal flat, not every such curve was filed as active; inconclusive means small, poorly fitted or top-dose-only effect, or effect the other way, or a change in a side signal; inactive means no such curve, though single readings can be large or run the other way; further: potency means the concentration at half of the fitted maximal effect; % of control where 0% means no effect
Target sequence (Q99816 whole entry, looked up): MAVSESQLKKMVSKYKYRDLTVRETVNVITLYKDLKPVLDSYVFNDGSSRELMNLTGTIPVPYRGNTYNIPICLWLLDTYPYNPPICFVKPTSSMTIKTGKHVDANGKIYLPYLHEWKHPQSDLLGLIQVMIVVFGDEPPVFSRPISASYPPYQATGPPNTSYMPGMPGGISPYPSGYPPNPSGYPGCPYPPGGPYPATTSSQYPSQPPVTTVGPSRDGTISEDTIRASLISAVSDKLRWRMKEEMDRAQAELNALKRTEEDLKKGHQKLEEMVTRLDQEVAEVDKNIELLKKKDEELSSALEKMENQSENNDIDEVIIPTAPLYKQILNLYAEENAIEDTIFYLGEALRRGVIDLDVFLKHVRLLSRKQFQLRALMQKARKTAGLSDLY
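Compounds were pin-transferred onto Tsg101 binding domain (10 uM final) in HEPES pH 7.5 buffer, then FITC-PTAP peptide was added at 50 nM final. After 20 min at RT, polarization reported peptide displacement across a qHTS concentration series.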
Integrin act MD: activators of alpha7 integrin expression for muscular dystrophy; alpha7betagal myoblasts, beta-gal FDG fluorescence, 48 h; Potency, µM (highest dose often 38.3 µM), without a hit: at the highest dose activation, actives largely listed as activators; 0.064% of 350,000 active;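 further: potency means the concentration at half of the fitted maximal effect; 100% = response of the positive control SU9516; nearly all actives have a fitted effect of over 60% in size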
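Alpha7betagal+/- myoblasts (passage 13) were plated 16-24 hr, then exposed to compounds (1:260 dilution of DMSO stock) for 48 hours at 37C. After MPER lysis, β-galactosidase reporter activity was read as FDG fluorescence (ex 480/em 540) after 30 minutes.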
ELG1 genotoxic: genotoxicity induction in ELG1-luciferase HEK293T cells | HEK293T ELG1-luciferase reporter, luminescence, 16 h | Potency, µM (doses to about 46 µM), without a hit: top-dose activity change, positive = activation, most hits filed as activators | 1.3% of 330,000 active; further: potency means the concentration at half of the fitted maximal effect; % of control where 0% means no effect; nearly all actives have a fitted effect of over 60% in size
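Quantitative HTS format in 1536-well plates. HEK293T ELG1-luciferase reporter cells receive test compound and are incubated 16 hr at 37 °C, 5% CO2; ONE-Glo added, 30 min room temperature, then luminescence read.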
uPA generation: inhibitors of cell surface uPA generation. cell surface uPA generation assay, qHTS. Potency, µM (highest dose often 38.3 µM), for inactives: at the highest dose activity change, negative = inhibition, actives largely listed as inhibitors. 0.31% of 330,000 active. AID 540303; active means well fitted inhibition curve with a large enough effect; inconclusive means small, poorly fitted or top-dose-only effect; inactive means no such curve, though single readings can be large or run the other way; tested in mouse RAW 264.7 cells; further: potency means the concentration at half of the fitted maximal effect; on the % scale 0 is the no-effect control and ±100 the full control effect; nearly all actives have a fitted effect of over 55% in size
p53 reactivation: restores transcriptional activity of mutant p53. 0.063% of 320,000 active. Potency, µM (titrated, usually from 92.2 µM), for the others: top-dose activity change, positive = activation, actives largely listed as activators. H1299 p53-A138V BP100-luciferase reporter, luminescence, 24 h; further: potency means the concentration at half of the fitted maximal effect; % of control where 0% means no effect; nearly all actives have a fitted effect of over 45% in size
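p53-null H1299 cells stably carrying temperature-sensitive p53-A138V and a BP100-luciferase reporter were pinned with compounds (4-point, 1:5 series) and held 24 hrs at 37 deg C. Luminescence was read 10 min after detection reagent.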
TRPV1 ag: agonists of human vanilloid receptor 1 (TRPV1) | Q8NER1 | TRPV1-expressing cells, Fluo-8 calcium influx, agonist mode | activation, % at 8.33 µM | 0.19% of 320,000 active; in the data active means activation above about 80%; inconclusive means between about 30% and that limit; further: 0% is about no effect
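TRPV1-expressing cells were cultured overnight at 35.5C and loaded with Fluo-8 calcium dye for 40 to 90 min at room temperature. After a 10 s baseline, compound was added and calcium influx was read kinetically for 3 min (ex 480/em 520 nm).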
S-ASM inh: blocks human secretory acid sphingomyelinase | P17405 | placental ASM, HMU-PC fluorogenic substrate, 60 min | Potency, µM (top dose mostly 57.5 µM), without a hit: top-dose activity change, negative = inhibition, most hits filed as inhibitors | 0.006% of 340,000 active | AID 504937; further: potency means the concentration at half of the fitted maximal effect
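Human placenta-derived ASM enzyme was preincubated with compound for 10 minutes at room temperature, then given fluorogenic substrate HMU-PC0 (9 uM final) for 60 minutes at 37 °C; a pH 10 stop preceded fluorescence reading at Ex 386/Em 447 nm.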
Eya2 inh: Eya2 (human) phosphatase inhibition; O00167; recombinant Eya2, OMFP fluorescence dephosphorylation (OMFP is methylfluorescein phosphate); Potency, µM (series often up to 76.9 µM), without a hit: top-dose activity, negative = inhibition, actives largely listed as inhibitors; 0.006% of 330,000 active; further: potency means the concentration at half of the fitted maximal effect; on the % scale 0 is the no-effect control and ±100 the full control effect
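Eya2 (0.2 uM) preincubated 10 min at ambient with compound, then OMFP substrate added at 50 uM; 10 min reaction in 50 mM HEPES pH 7.5, 50 mM NaCl, 5 uM MgCl2, 0.05% BSA, 1 mM DTT. Fluorescence read at Ex 485/Em 525 nm.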
* hit, by the source's call; [ ] = remark or other dose. Unless noted, the call rests on the fitted dose curve; in most records, active means well fitted curve in the direction sought with a large enough effect; inconclusive means small, poorly fitted or top-dose-only effect, or another doubt; inactive means no such curve, though single readings can be large; an effect the other way counts as inactive or inconclusive.

Screening CCOc1ccc(Br)cc1S(=O)(=O)NC1=NCCCCC1 returned USP2a inh 3%, BRCA1 expr act -18%, B2AR arrestin -0.3%, TSG101-PTAP inh 7%, Integrin act MD -16%, ELG1 genotoxic 5%, uPA generation -3%, p53 reactivation 5%, S-ASM inh -2% and Eya2 inh 1%.
COCCn1nnnc1C(c1cccs1)N1CCCC(C)C1 (stereo not drawn) was read as USP2a inh 5%, BRCA1 expr act -14%, B2AR arrestin -0.1%, TSG101-PTAP inh -2%, Integrin act MD 4%, ELG1 genotoxic -3%, uPA generation 1%, p53 reactivation -1%, TRPV1 ag 2, S-ASM inh 4% and Eya2 inh -5%.
For O=C(Nc1ccccc1)c1ccc(S(=O)(=O)N2CCC(C(=O)O)CC2)cc1 the results were USP2a inh -1%, BRCA1 expr act -26%, B2AR arrestin -0.9%, TSG101-PTAP inh 2%, Integrin act MD 0%, ELG1 genotoxic -1%, uPA generation 6%, p53 reactivation -2%, TRPV1 ag 4, S-ASM inh 0% and Eya2 inh 4%.
COC(=O)[C@H]1Cc2c([nH]c3ccccc23)[C@H](c2ccccc2)N1 was read as USP2a inh 1%, BRCA1 expr act 7%, B2AR arrestin -0.6%, TSG101-PTAP inh -6%, Integrin act MD -25%, ELG1 genotoxic -4%, uPA generation -3%, p53 reactivation 5%, TRPV1 ag -1, S-ASM inh 0% and Eya2 inh 4%.
`CCc1c(C)sc(NC(=O)C2CCCCC2C(=O)O)c1C(N)=O` (stereo not drawn) gave USP2a inh 3%, BRCA1 expr act 0%, B2AR arrestin -0.1%, TSG101-PTAP inh -5%, Integrin act MD 5%, ELG1 genotoxic -3%, uPA generation 3%, p53 reactivation 8%, TRPV1 ag -1, S-ASM inh -2% and Eya2 inh 2%.
For c1cc2ccc3ccc(-n4cnnn4)c4ccc(c1)c2c34 the results were USP2a inh 0%, BRCA1 expr act 43%, B2AR arrestin -0.2%, TSG101-PTAP inh 0%, Integrin act MD -22%, ELG1 genotoxic 10%, uPA generation -1%, p53 reactivation -2%, TRPV1 ag 10, S-ASM inh 43% and Eya2 inh -4%.
`Nc1c(C(=O)NCCN2CCOCC2)c2nc3ccccc3nc2n1CCc1ccccc1` gave USP2a inh -10%, BRCA1 expr act 6%, B2AR arrestin 0.2%, TSG101-PTAP inh -11%, Integrin act MD -4%, ELG1 genotoxic -6%, uPA generation 9%, p53 reactivation -20%, TRPV1 ag 9, S-ASM inh inactive and Eya2 inh 0%.
Screening N#Cc1nc(-c2cccs2)oc1NCc1ccccc1 returned USP2a inh 0%, BRCA1 expr act 29%, B2AR arrestin -0.2%, TSG101-PTAP inh -3%, Integrin act MD -8%, ELG1 genotoxic 6%, uPA generation -3%, p53 reactivation 0%, S-ASM inh 61%[activator] and Eya2 inh 5%.
For CCn1cc(C(=O)NCc2ccc3c(c2)OCO3)c(=O)c2cc(F)c(N3CCN(C(=O)c4ccco4)CC3)cc21 the results were USP2a inh -1%, BRCA1 expr act -77%[inhibitor], B2AR arrestin 0.0%, TSG101-PTAP inh -4%, Integrin act MD -38%, ELG1 genotoxic -19%, uPA generation -16%, p53 reactivation 13%, TRPV1 ag 0, S-ASM inh -7% and Eya2 inh 8%.
COC(=O)c1cc2oc3ccccc3c2n1CC(=O)Nc1ccccc1OC was read as USP2a inh 7%, BRCA1 expr act -31%, B2AR arrestin 0.3%, TSG101-PTAP inh -1%, Integrin act MD -21%, ELG1 genotoxic 8%, uPA generation 9%, p53 reactivation 2%, TRPV1 ag 10, S-ASM inh -2% and Eya2 inh 5%.
CC(=O)c1c(C)[nH]c(C(=O)O)c1C was read as USP2a inh 1%, BRCA1 expr act -3%, B2AR arrestin -1.1%, TSG101-PTAP inh -13%, Integrin act MD 10%, ELG1 genotoxic 0%, uPA generation 9%, p53 reactivation 2%, TRPV1 ag -2, S-ASM inh 7% and Eya2 inh 9%.
Screening Cn1c(=O)c2c(nc(CN3CCC(C(N)=O)CC3)n2Cc2c(F)cccc2Cl)n(C)c1=O returned USP2a inh -9%, BRCA1 expr act 0%, B2AR arrestin -0.7%, TSG101-PTAP inh -2%, Integrin act MD -9%, ELG1 genotoxic 0%, uPA generation 3%, p53 reactivation -2%, TRPV1 ag 0, S-ASM inh 3% and Eya2 inh 0%.
`COc1ccc(NC(=O)/C(C#N)=C/c2ccc(Sc3nncn3C)c([N+](=O)[O-])c2)cc1` gave USP2a inh 2%, BRCA1 expr act -14%, B2AR arrestin -0.1%, TSG101-PTAP inh 0%, Integrin act MD -35%, ELG1 genotoxic inconclusive, uPA generation -11%, p53 reactivation 10%, TRPV1 ag 0, S-ASM inh -21% and Eya2 inh -6%.
`O=C(NCc1cccnc1)C(=O)NCC1OCCN1S(=O)(=O)c1ccccc1` (stereo not drawn) gave USP2a inh 1%, BRCA1 expr act -6%, B2AR arrestin -0.4%, TSG101-PTAP inh 1%, Integrin act MD 27%, ELG1 genotoxic -3%, uPA generation 12%, p53 reactivation -4%, TRPV1 ag -1, S-ASM inh 2% and Eya2 inh 2%.
For Cc1cccc(NC(=O)C(C)N2C(=O)c3ccccc3S2(=O)=O)n1 (stereo not drawn) the results were USP2a inh -2%, BRCA1 expr act -4%, B2AR arrestin -0.2%, TSG101-PTAP inh 0%, Integrin act MD 0%, ELG1 genotoxic 2%, uPA generation -2%, p53 reactivation -3%, TRPV1 ag 1, S-ASM inh 1% and Eya2 inh 3%.
O=C(NCC1CCCO1)C(=O)NCC(c1ccco1)N1CCN(c2ccc(F)cc2)CC1 (stereo not drawn) was read as USP2a inh 4%, BRCA1 expr act -14%, B2AR arrestin -0.5%, TSG101-PTAP inh -7%, Integrin act MD -15%, ELG1 genotoxic -5%, uPA generation -2%, p53 reactivation -2%, TRPV1 ag 0, S-ASM inh 3% and Eya2 inh -2%.
`Cc1noc(C)c1COC(=O)c1ccc2ccccc2n1` gave USP2a inh -1%, BRCA1 expr act -13%, B2AR arrestin 0.2%, TSG101-PTAP inh -1%, Integrin act MD 0%, ELG1 genotoxic 2%, uPA generation 3%, p53 reactivation inconclusive, TRPV1 ag -1, S-ASM inh 1% and Eya2 inh -2%.
Screening CCCn1c(SCC(=O)N2CCCc3ccccc32)nnc1-c1ccco1 returned USP2a inh 0%, BRCA1 expr act -22%, B2AR arrestin -0.2%, TSG101-PTAP inh 0%, Integrin act MD -1%, ELG1 genotoxic -2%, uPA generation 1%, p53 reactivation -15%, TRPV1 ag 0, S-ASM inh 4% and Eya2 inh -24%.
For CCC(C)(C(=O)Nc1ccccc1C)N(C(=O)CNC(C)=O)c1ccc(C)cc1 (stereo not drawn) the results were USP2a inh 2%, BRCA1 expr act 2%, B2AR arrestin -0.2%, TSG101-PTAP inh -4%, Integrin act MD -12%, ELG1 genotoxic 2%, uPA generation -1%, p53 reactivation -6%, TRPV1 ag -1, S-ASM inh 5% and Eya2 inh -8%.
Screening Cc1ccc(S(=O)(=O)CC(=O)Nc2nccs2)cc1 returned USP2a inh -1%, BRCA1 expr act -6%, B2AR arrestin 0.3%, TSG101-PTAP inh -2%, Integrin act MD -6%, ELG1 genotoxic -1%, uPA generation 0%, p53 reactivation 6%, TRPV1 ag 0, S-ASM inh -6% and Eya2 inh -5%.
`Cc1ccc(C(=O)NNC(=O)C2CSC3(C)CCC(=O)N23)cc1` (stereo not drawn) gave USP2a inh -1%, BRCA1 expr act 8%, B2AR arrestin -0.5%, TSG101-PTAP inh -2%, Integrin act MD -19%, ELG1 genotoxic 3%, uPA generation 1%, p53 reactivation -1%, TRPV1 ag -3, S-ASM inh -1% and Eya2 inh 2%.
For CC(=O)Nc1ccc(S(=O)(=O)N2CCNC(=O)CC2)cc1 the results were USP2a inh -5%, BRCA1 expr act 13%, B2AR arrestin 0.0%, TSG101-PTAP inh -1%, Integrin act MD 2%, ELG1 genotoxic -2%, uPA generation 1%, p53 reactivation 1%, TRPV1 ag 2, S-ASM inh 0% and Eya2 inh -21%.
For COc1ccc(-c2nc(C#N)c(NCCc3ccccc3)o2)cc1 the results were USP2a inh 1%, BRCA1 expr act inconclusive, B2AR arrestin 2.6%, TSG101-PTAP inh -3%, Integrin act MD -11%, ELG1 genotoxic 11%, uPA generation -3%, p53 reactivation inconclusive, TRPV1 ag 28, S-ASM inh -3% and Eya2 inh 1%.
Screening COc1ccc(CN=Cc2c(O)[nH]c3ccccc23)cc1 returned USP2a inh 0%, BRCA1 expr act inconclusive, B2AR arrestin -1.0%, TSG101-PTAP inh -4%, Integrin act MD -3%, ELG1 genotoxic 5%, uPA generation 0%, p53 reactivation 8%, TRPV1 ag 11, S-ASM inh -2% and Eya2 inh 15%.

Assay outcomes: PubChem, National Center for Advancing Translational Sciences (NCATS)
